# RGS4-Gao reg – modulates binding of RGS4 to human Galphao | P09471 | Multiplexed bead flow cytometry; actives lie on both sides | binding response (% of control), % at 10 µM | hit rate 0.33% among 220,000 | AID 1415; in the data active means binding response below about 49% or above about 150%; inactive means in between;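 further: fluorescent Galphao activated with aluminum fluoride binding bead-coupled RGS4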
# Target sequence (P09471 whole entry, looked up): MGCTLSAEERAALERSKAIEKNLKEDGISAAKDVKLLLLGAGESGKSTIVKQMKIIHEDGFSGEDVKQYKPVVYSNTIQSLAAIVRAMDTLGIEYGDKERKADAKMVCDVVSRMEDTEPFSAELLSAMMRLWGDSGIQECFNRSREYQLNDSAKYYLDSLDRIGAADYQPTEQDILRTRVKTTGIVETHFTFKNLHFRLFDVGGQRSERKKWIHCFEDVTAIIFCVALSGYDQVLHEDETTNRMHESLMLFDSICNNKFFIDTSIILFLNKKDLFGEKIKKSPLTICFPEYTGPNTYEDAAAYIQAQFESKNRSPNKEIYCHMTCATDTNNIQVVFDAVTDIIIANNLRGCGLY
# Bfl-1 Bim block – disrupts Bim binding to human Bfl-1 | hit rate 0.12% among 190,000 | inhibition, % at 10 µM | Bead-based flow cytometry, Bim-Bfl-1 binding inhibition | AID 1008 | Q16548;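 further: 0% = wells without compound plus tracer and 100% = blocker peptide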
# GSH bead fluor – compound fluoresces at 488/530 nm on GSH beads; GSH beads flow cytometry, compound fluorescence 488/530 nm; hits give high values; fluorescence (KMESF) at 10 µM; hit rate 0.25% among 190,000; in the data active means fluorescence above about 89;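 further: glutathione beads carrying GST-tagged Bcl family fusion proteins plus one bare bead set; values are compound well signal with DMSO vehicle wells as background; inactives centre near 16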
# Bcl-2 Bim block – human Bim-Bcl-2 interaction inhibition | hit rate 0.06% among 190,000 | inhibition, % at 10 µM | Bead-based flow cytometry, Bim peptide-Bcl-2 binding; in the data active means inhibition above about 40%; inconclusive means no clear call, values can overlap the other calls;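 further: 0% = no compound wells with probe peptide and 100% = reference peptide inhibitor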
# Bcl-B Bim block – human Bim-Bcl-B interaction inhibition | Q9HD36 | bead-based flow cytometry, Bim peptide-Bcl-B binding | inhibition, % at 10 µM | hit rate 0.073% among 190,000 | AID 951;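 further: 0% = tracer peptide without compound and 100% = reference inhibitor peptide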
# ABCG2 block – human ABCG2 inhibition, ABCB1 as counter-screen; IgMXP3 cells, JC-1 efflux, flow cytometry; inhibition, % at 6.6 µM; hit rate 0.1% among 190,000;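 active means inhibition above 80%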;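 further: 0% = DMSO and 100% = nicardipine control wells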
# Target sequence (Q9UNQ0 whole entry, looked up): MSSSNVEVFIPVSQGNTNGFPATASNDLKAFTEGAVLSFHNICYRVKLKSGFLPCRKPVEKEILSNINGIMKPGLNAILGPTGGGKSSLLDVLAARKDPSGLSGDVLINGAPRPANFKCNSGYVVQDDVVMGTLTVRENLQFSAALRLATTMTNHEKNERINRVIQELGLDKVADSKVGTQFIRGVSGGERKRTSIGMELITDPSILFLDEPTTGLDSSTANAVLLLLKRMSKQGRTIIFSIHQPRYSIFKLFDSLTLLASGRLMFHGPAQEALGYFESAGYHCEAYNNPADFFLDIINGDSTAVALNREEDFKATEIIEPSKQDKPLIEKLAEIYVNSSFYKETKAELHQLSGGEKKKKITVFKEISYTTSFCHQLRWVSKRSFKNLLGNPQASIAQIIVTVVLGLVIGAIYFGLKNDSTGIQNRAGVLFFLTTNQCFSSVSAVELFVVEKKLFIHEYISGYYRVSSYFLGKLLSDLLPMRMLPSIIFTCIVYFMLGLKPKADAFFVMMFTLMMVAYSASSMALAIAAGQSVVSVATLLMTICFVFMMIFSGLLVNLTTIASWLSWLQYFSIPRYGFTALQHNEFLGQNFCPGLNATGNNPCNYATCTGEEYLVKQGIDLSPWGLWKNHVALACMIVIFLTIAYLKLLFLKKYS
#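 Times: 10 min at 25 °C | Test system: Two drug-resistant human cell lines, ABCG2 and ABCB1 | Quantity: 3 million cells/mL final, two lines in 1:1 ratio | Signal: Flow cytometry, 530 nm JC-1 signal | Dosing: Compound at 6.6 µM | Controls: Nicardipine and DMSO wells | Reagent: JC-1 as fluorescent efflux pump substrate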
# Avidin fluor – compound fluoresces at 488/530 nm on avidin beads; compound fluorescence 488/530 nm, flow cytometry; hits give high values; fluorescence (KMESF) at 10 µM; hit rate 0.38% among 220,000; in the data active means fluorescence above about 47; further: inactives centre near 10
# ABCB1 inh – inhibitors of human ABCB1 transporter, ABCG2 counter-screen. AID 1326. hit rate 0.067% among 190,000. inhibition, % at 6.6 µM. CCRF-Adr cells, JC-1 efflux, flow cytometry; in the data active means inhibition above about 40%;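 further: 0% = vehicle and 100% = reference inhibitor; higher value means more JC-1 retained so stronger ABCB1 efflux block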
# RGS7-Gao reg – regulators of human RGS7-Galphao interaction | hit rate 0.35% among 220,000 | binding response (% of control), % at 10 µM | AID 1439 | Multiplexed bead flow cytometry, RGS7-Galphao binding; actives lie on both sides | P09471; in the data active means binding response below about 49% or above about 150%; inconclusive means no clear call, values can overlap the other calls; inactive means in between;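 further: fluorescent Galphao held in activated GDP-AlF4 state binding bead-coupled RGS7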
# Bim-Bcl-W – disrupts Bim peptide binding to human Bcl-W | inhibition, % at 10 µM | hit rate 0.02% among 190,000 | bead-based flow cytometry | AID 952 | Q92843;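 further: 0% = bound tracer without compound and 100% = peptide blocker; higher means less fluorescent Bim peptide bound to Bcl-W beads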
# Bim-Bcl-XL – disrupts Bim peptide binding to human Bcl-XL. Q07817. bead flow cytometry, fluorescence. inhibition, % at 10 µM. hit rate 0.04% among 190,000. AID 1007
# An asterisk follows results filed as active; ? = inconclusive; . = not tested or not shown; [ ] = remark or other dose. Unless noted, no stated cut-off is given here; in the data, active means inhibition above about 40%.
SMILES,RGS4-Gao reg,Bfl-1 Bim block,GSH bead fluor,Bcl-2 Bim block,Bcl-B Bim block,ABCG2 block,Avidin fluor,ABCB1 inh,RGS7-Gao reg,Bim-Bcl-W,Bim-Bcl-XL
CC(C)(C)C(=O)/C=c1\s/c(=C\c2ccc(-c3ccc([N+](=O)[O-])cc3)o2)c(=O)n1CC(=O)NC(N)=O,103.7,-13.0,56,-18.0,-55.0,38.5,11,25.4,104.6,-12.0,-9.0
CCn1c(SCC(=O)c2c[nH]c3ccccc23)nnc1-c1cccs1,104.4,0.0,31,-5.0,-3.0,11.4,22,1.0,108.6,-5.0,-4.0
COc1ccccc1C(=O)Nc1cc(Cl)ccc1O,104.6,-6.0,27,-9.0,-6.0,0.3,8,0.3,102.4,0.0,-14.0
Cc1ccc(C(=O)N/C(=C/c2ccco2)C(=O)NCCc2c[nH]c3ccccc23)cc1,99.9,-13.0,14,-8.0,-5.0,5.7,9,0.5,101.5,-3.0,-7.0
COc1cc2cc(CN(Cc3nnnn3Cc3ccccc3)CC3CCCO3)c(=O)[nH]c2cc1OC (stereo unspecified),102.9,-2.0,13,0.0,0.0,2.2,33,0.4,99.3,-1.0,-2.0
CC(=O)c1c(C(C)=O)c(C)n(NC(=O)c2ccc(Cl)cc2)c1C,193.8*[activator],-7.0,21,-3.0,-2.0,0.2,71*,0.3,163.0*[activator],0.0,-3.0
CCSc1ncc(C#N)c(=O)[nH]1,102.7,-13.0,38,-9.0,-9.0,-0.3,8,0.2,98.9,0.0,-2.0
Cc1cc(C)c(S(=O)(=O)N2CCCOC2CNC(=O)C(=O)NCc2ccncc2)c(C)c1 (stereo unspecified),99.1,0.0,10,0.0,-7.0,2.3,3,1.1,99.6,-5.0,-7.0
Cc1nn(CC(=O)Nc2ccccn2)c(C)c1Br,96.8,0.0,13,1.0,0.0,2.3,4,.,100.4,0.0,2.0
COCc1cc(C)nc(SCC(=O)Nc2cccc(C)c2C)c1C#N,96.8,-18.0,30,-8.0,-10.0,15.8,14,0.1,98.2,-2.0,-6.0
Cn1ccnc1SCC(=O)Nc1ccc2c(c1)OCO2,101.0,-5.0,14,-1.0,-7.0,5.1,10,1.0,101.2,0.0,-1.0
CC(=O)Nc1ccc(NC(=O)Nc2ccc(C)cc2C)cc1,97.7,-2.0,27,-1.0,0.0,1.4,10,0.4,100.1,1.0,1.0
Fc1ccc(N=C2NN=C(c3cc(F)ccc3F)CS2)cc1,95.5,-5.0,15,-5.0,-15.0,-3.8,5,-0.8,95.8,-6.0,-9.0
O=c1c2ccccc2nc2n1C1(CCCCC1)Cc1ccccc1-2,102.7,-10.0,11,-7.0,-6.0,4.4,11,0.8,104.2,2.0,-6.0
O=C(N/N=C/c1ccccn1)c1ccccc1,87.4,-2.0,24,2.0,0.0,-14.5,9,-2.7,84.4,0.0,-3.0
C=CCn1c(SCC(N)=O)nnc1-c1ccccc1O,109.0,-1.0,22,2.0,-1.0,3.4,11,1.3,104.3,-1.0,-1.0
CCOC(=O)CCc1c(C)nc(SCC(=O)O)c(C#N)c1C,102.3,-3.0,17,-1.0,-12.0,.,6,.,106.7,0.0,-6.0
O=C(OCc1ccccc1)c1cccnc1Cl,101.5,-3.0,15,0.0,0.0,0.9,12,-0.2,100.9,-1.0,-1.0
C=C(C)Cn1c(SCC(=O)N/N=C/c2c(O)ccc3ccccc23)nc2ccccc2c1=O,96.2,-5.0,16,-6.0,-12.0,-4.2,3,0.7,94.6,-10.0,-15.0
O=C(N/N=C\c1cn(-c2ccccc2)nc1-c1ccccc1)c1ccc(Br)o1,103.0,-4.0,27,-1.0,-7.0,7.7,9,1.0,102.2,-5.0,-3.0

# Part of the list above in order of heavy-atom count, smallest number first.
SMILES,RGS4-Gao reg,Bfl-1 Bim block,GSH bead fluor,Bcl-2 Bim block,Bcl-B Bim block,ABCG2 block,Avidin fluor,ABCB1 inh,RGS7-Gao reg,Bim-Bcl-W,Bim-Bcl-XL
O=C(OCc1ccccc1)c1cccnc1Cl,101.5,-3.0,15,0.0,0.0,0.9,12,-0.2,100.9,-1.0,-1.0
O=C(N/N=C\c1cn(-c2ccccc2)nc1-c1ccccc1)c1ccc(Br)o1,103.0,-4.0,27,-1.0,-7.0,7.7,9,1.0,102.2,-5.0,-3.0
Cc1ccc(C(=O)N/C(=C/c2ccco2)C(=O)NCCc2c[nH]c3ccccc23)cc1,99.9,-13.0,14,-8.0,-5.0,5.7,9,0.5,101.5,-3.0,-7.0

# Continued:
SMILES,RGS4-Gao reg,Bfl-1 Bim block,GSH bead fluor,Bcl-2 Bim block,Bcl-B Bim block,ABCG2 block,Avidin fluor,ABCB1 inh,RGS7-Gao reg,Bim-Bcl-W,Bim-Bcl-XL
Cc1ccc2c(c1)c1c(n2CC(O)CN2C(=O)CNC2=O)C(=O)CCC1 (stereo unspecified),100.2,-8.0,23,-6.0,-5.0,0.9,8,0.4,95.7,0.0,-3.0
O=C(CSc1ccc2ccccc2c1)Nn1cnnc1,85.8,-9.0,32,-7.0,-9.0,1.0,7,0.6,88.0,0.0,-21.0
COCc1cc(=O)n2[nH]c(SCc3ccccc3)nc2n1,97.9,-14.0,11,-9.0,-7.0,6.2,10,0.6,95.6,2.0,0.0
Nc1ccnn1Cc1ccc(Br)s1,105.7,-4.0,12,-5.0,-8.0,23.5,24,0.1,106.1,-5.0,-8.0
CCn1c(O)c(/C=N/N=C2CCCC2)c2ccc(C3=NNC(=O)CC3)cc21,103.7,-6.0,7,-1.0,-1.0,1.1,8,0.3,100.7,9.0,0.0
CCCCn1c(=O)[nH]c(=O)c2c1nc(CN1C(=O)c3ccccc3S1(=O)=O)n2CCC,102.6,-10.0,41,-1.0,-11.0,1.6,11,2.0,103.1,0.0,-10.0
Cc1ccc(C)n1C1CCS(=O)(=O)C1 (stereo unspecified),88.1,-7.0,48,-5.0,-4.0,0.0,5,0.0,92.5,1.0,-1.0
COc1ccccc1-n1cnc2cc(NCc3ccccn3)ccc21,93.4,0.0,17,-1.0,-5.0,0.3,26,0.0,96.7,-2.0,-1.0
C=CCn1c(SCC2=C(C(=O)OCC)C(C)NC(=O)N2)nnc1C1CCCCC1 (stereo unspecified),99.3,-5.0,14,-4.0,-7.0,-0.5,9,0.0,103.9,-3.0,-4.0
COCCn1c(=O)[nH]c(=O)c2c(C(F)(F)F)cc(-c3cccs3)nc21,93.7,-7.0,14,-6.0,-6.0,20.7,2,0.9,93.4,-7.0,-9.0
CC(C)[C@H](NC(=O)OCc1ccccc1)C(=O)OCC(=O)Nc1c(F)cccc1F,103.0,-3.0,20,-5.0,-4.0,9.7,10,1.0,98.4,-5.0,-7.0
CCC(=O)NC(Cc1ccccc1)c1ccc2c(c1)OCCCO2 (stereo unspecified),101.1,0.0,18,0.0,1.0,2.8,5,0.4,98.1,-1.0,-6.0
CC(=O)c1sc(N/N=C\c2cccc(Br)c2)nc1C,99.8,12.0,6,1.0,-11.0,-4.7,2,-0.6,104.5,1.0,0.0
COc1cccc(OCC(=O)O)c1,102.3,-7.0,13,-4.0,-3.0,-0.3,12,-0.1,100.3,-1.0,-1.0
CCCC(C)C(=O)Nc1ccc(S(=O)(=O)Nc2nccc(C)n2)cc1 (stereo unspecified),101.7,-8.0,12,-2.0,-3.0,0.3,14,0.1,105.4,-4.0,-4.0
COc1ccc(N2C(=O)N(Cc3ccc(C)cc3)c3ccccc3S2(=O)=O)cc1,91.3,-13.0,12,-8.0,-9.0,2.4,22,0.6,87.2,-1.0,-4.0
CCCSc1nc(N)c(C#N)c(-c2ccc(C)cc2)c1C#N,99.1,-6.0,28,-7.0,-6.0,1.2,21,-0.8,99.1,-4.0,-6.0
COc1cccc(OCC(=O)NN=C2c3ccccc3-c3ccccc32)c1,102.2,0.0,12,0.0,0.0,3.4,35,0.8,100.3,-4.0,-4.0
CCc1ccc(C(=O)c2ccccc2C(=O)O)s1,102.3,-2.0,19,-3.0,0.0,0.4,8,0.2,102.5,0.0,-1.0
CN(C)S(=O)(=O)c1cccc(NS(=O)(=O)c2ccc(Cl)s2)c1,104.9,-1.0,13,0.0,0.0,-0.4,5,0.1,104.7,0.0,-2.0
COc1cc(OC)cc(C(=O)N[C@H](C(=O)OCC(=O)N2CCc3ccccc32)C(C)C)c1,101.5,5.0,10,4.0,5.0,6.9,11,2.5,?,2.0,1.0
CCOc1ccc(NC(=O)Nc2ccccc2SC)cc1,108.8,-2.0,20,-4.0,-9.0,9.6,5,0.4,110.3,-1.0,0.0
CCCC(=O)N1CCN(c2ccc(NC(=O)c3ccc(OCC)c([N+](=O)[O-])c3)cc2)CC1,98.3,-8.0,15,0.0,-4.0,3.9,22,0.6,98.1,2.0,0.0
Cc1cc(C)cc(NC(=O)CSc2nnc(CN3CCOCC3)n2C)c1,97.4,.,56,?,.,-0.1,8,0.1,98.1,.,.
CNC(=S)NNC(=O)c1sccc1OCc1cccc(C(F)(F)F)c1,91.2,-2.0,31,0.0,-6.0,-4.0,20,-6.1,95.8,-1.0,-2.0
C#CCSc1ncc(-c2ccccc2)cn1,99.7,-3.0,15,-1.0,-4.0,3.3,11,0.4,100.4,1.0,-1.0
COc1ccc([N+](=O)[O-])cc1NC(=O)CSc1nc(C)c(C)c(C)n1,107.8,-12.0,9,-16.0,-17.0,27.5,14,1.7,108.9,-8.0,-8.0
CC12CCC(=O)N1C(C(=O)Nc1cccc3ccccc13)CS2 (stereo unspecified),97.1,2.0,16,8.0,-4.0,1.4,3,0.7,93.7,-6.0,-11.0
Cn1cccc1Cc1nnc(SCC(=O)Nc2ccc3c(c2)OCCO3)n1-c1ccc(F)cc1,99.6,-8.0,14,-10.0,-10.0,10.7,27,1.8,102.9,-4.0,-7.0
CSc1ccc(C2NC(=O)c3c(sc4c3CCN(C)C4)N2)cc1 (stereo unspecified),100.4,-4.0,22,-2.0,0.0,2.5,7,0.2,105.4,-5.0,-2.0
O=c1cc(CSc2nnc(COc3ccccc3)n2-c2ccccc2)c2ccccc2[nH]1,-75.7*,-1.0,14,-4.0,-8.0,-0.8,-2,0.4,-15.3*,-3.0,-5.0
Cn1c(=O)oc2cc(S(=O)(=O)N3CCCC(C(=O)NCc4ccc5c(c4)OCO5)C3)ccc21 (stereo unspecified),99.9,-8.0,27,-6.0,-9.0,3.5,7,1.4,100.4,2.0,-1.0

# From PubChem BioAssay

# Compounds were not picked by outcome; about 1.3% have a hit in one of these screens.
